KCNH2 3.1 block: blocks the human KCNH2 3.1 channel isoform; 340,000 tested, 0.95% active; AID 720553; activity change, % (tested at about 1.8 µM); U2OS KCNH2 3.1, thallium flux FluxOr; stronger effect = lower value;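 active = maximum activity change below -70%; inconclusive = maximum activity change from -70% to -50%; inactive = maximum activity change above -50%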;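 also: thallium influx rate constant from kinetic fluorescence after stimulation buffer; % is scaled to controls: 0 for no effect and ±100 for the full control effect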
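Normalized rate constant (relative to positive and negative DMSO controls) derived from a 2 min kinetic fluorescence read after stimulation; U2OS cells expressing the 3.1 isoform via virus at 1.77 x 10^8 /mL.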
TRPV1 agonist: agonists of human vanilloid receptor 1 (TRPV1); activation, % at 8.33 µM; AID 540275; TRPV1-expressing cells, Fluo-8 calcium influx, agonist mode; 320,000 tested, 0.19% active; in the data active = activation above about 80%; inconclusive = between about 30% and that limit; also: 0% is about no effect
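Fluo-8 calcium influx in TRPV1-expressing cells, kinetic read (ex 480/em 520 nm). Compound added and read 3 min for agonist activity, followed by capsaicin at EC20 final and 2 min further read for enhancement.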
Eya2 inh: Eya2 (human) phosphatase inhibition | recombinant Eya2, OMFP fluorescence dephosphorylation (OMFP is methylfluorescein phosphate) | Potency, µM (highest dose often 76.9 µM), inactives show top-dose activity, negative = inhibition, usual class: inhibitors | 330,000 tested, 0.006% active | AID 488837; also: potency is read from the fitted curve at half-maximal effect; % is scaled to controls: 0 for no effect and ±100 for the full control effect
Target sequence (O00167 whole entry, looked up): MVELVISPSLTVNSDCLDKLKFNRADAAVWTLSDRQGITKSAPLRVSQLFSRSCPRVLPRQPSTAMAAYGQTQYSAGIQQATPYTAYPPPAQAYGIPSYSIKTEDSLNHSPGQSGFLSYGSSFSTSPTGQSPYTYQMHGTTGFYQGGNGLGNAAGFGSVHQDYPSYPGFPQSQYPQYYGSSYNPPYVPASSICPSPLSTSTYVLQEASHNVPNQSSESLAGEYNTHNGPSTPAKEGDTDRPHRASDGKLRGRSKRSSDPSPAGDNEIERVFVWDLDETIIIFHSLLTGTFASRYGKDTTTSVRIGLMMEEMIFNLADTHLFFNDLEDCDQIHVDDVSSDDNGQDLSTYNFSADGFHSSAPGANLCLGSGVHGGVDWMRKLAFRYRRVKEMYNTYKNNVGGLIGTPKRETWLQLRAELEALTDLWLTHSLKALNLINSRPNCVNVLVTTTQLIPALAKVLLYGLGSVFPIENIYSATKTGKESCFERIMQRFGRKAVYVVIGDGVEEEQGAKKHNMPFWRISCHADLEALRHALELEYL
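Eya2 protein (added as 0.2 uM solution) was preincubated with compound for 10 min at ambient temperature in 50 mM HEPES pH 7.5, 50 mM NaCl, 5 uM MgCl2, 0.05% BSA, 1 mM DTT. OMFP (added at 50 uM) then reacted 10 min; fluorescence read at 485/525 nm.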
TCR act: T cell receptor activation. 330,000 tested, under 10 active. primary human leukocytes, anti-CD3, IL-2 HTRF, 48 h. Potency, µM (titrated, usually from 9.22 µM), for the others: at the highest dose activation of IL-2 secretion, hits mostly activators; also: % of control where 0% means no effect
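Using a-CD3 beads without co-stimulation, primary human leukocytes were exposed to compounds for 48 hr. An HTRF IL-2 kit measured the cytokine, with europium-to-d2 energy transfer producing emission at 665nm upon 320nm excitation.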
TSHR antagonist: human thyrotropin receptor antagonism; P16473; TSHR-expressing cells, TSH-stimulated cAMP HTRF, 2 h; stronger effect = lower value; activity change, negative = inhibition, % at 11.5 µM; 330,000 tested, 0.2% active;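 active = activity change below a set negative limit, meaning inhibition stronger than a set level, cut at about -70% in these data; inconclusive = activity change between two set negative limits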; also: % is scaled to controls: 0 for no effect and ±100 for the full control effect
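TSHR-expressing cells, 200/well, pre-treated with compound, then stimulated with EC80 TSH (4nM final) for 2 hours at 37 deg C. cAMP measured by competitive HTRF: anti-cAMP cryptate antibody in lysis buffer plus cAMP-d2, read after 30 minutes at room temperature.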
hERG WT inh: KCNH2 (human, wildtype) channel inhibition; Q12809; U2OS, BacMam KCNH2, thallium flux FluxOr; stronger effect = lower value; activity change, % at 1.84 µM; 340,000 tested, 0.37% active; AID 720551;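 active = maximum activity change below -70%; inconclusive = maximum activity change between -70% and -50%; inactive = maximum activity change above -50%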; also: % is scaled to controls: 0 for no effect and ±100 for the full control effect
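U2OS cells were transduced with wild-type KCNH2 virus (2.03 x 10^8 / mL) for 4 h at room temperature, then cultured overnight at 37 C. Thallium flux was read with FluxOr dye. Rate constants were normalized to DMSO controls.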
A-T KAP1 phos: potential ataxia-telangiectasia treatment. […] A-T fibroblasts, KAP-1 phosphorylation AlphaLISA; neocarzinostatin DNA damage 30 min before lysis. Potency, µM (doses to about 57.5 µM), for the others: top-dose activation, hits mostly activators. 320,000 tested, 0.19% active. AID 485349; also: potency is read from the fitted curve at half-maximal effect; % of control where 0% means no effect; nearly all actives have a fitted effect of over 45% in size
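hTERT-immortalized A-T patient fibroblasts ([…]), 500 cells/well in OPTI-MEM, 1% FBS, got compounds for 60 min, then NCS for 30 min at 37C. Lysates were then assayed for phospho-KAP-1 by AlphaLISA (anti-pKAP1 donor, anti-KAP1 acceptor beads), 6 hr at 25C.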
USP2a block: blocks human ubiquitin-specific protease USP2a. USP2 core, Ub-CHOP2 coupled fluorogenic reporter, 485/531. Potency, µM (highest dose often 38.3 µM), without a hit: at the top dose activity change, negative = inhibition, hits mostly inhibitors. 330,000 tested, 0.01% active;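 also: potency is read from the fitted curve at half-maximal effect; plate controls were DMSO wells for no effect and full inhibition by NEM control for full effect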
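Cell-free coupled assay: 10nM USP2 core preincubated 30min RT with compound in Tris-HCl pH 8.0/CaCl2/CHAPS buffer, then 25nM Ub-CHOP2 and 25nM reporter substrate; fluorescence (Ex 485/Em 531) read after 60min RT, normalized to NEM inhibition, concentration-response curves fitted.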
ELG1 DNA repair: ELG1-dependent DNA repair inhibition; HEK293T ELG1-luciferase reporter, luminescence, 16 h; DNA damage induced by 5-fluorouridine; Potency, µM (highest dose often 46.1 µM), for inactives: at the top dose activity change, negative = inhibition, actives largely listed as inhibitors; 330,000 tested, 2.3% active; AID 504467; also: potency is read from the fitted curve at half-maximal effect; % is scaled to controls: 0 for no effect and ±100 for the full control effect; nearly all actives have a fitted effect of over 55% in size
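Reporter activity after DNA damage by 5-fluorouridine is monitored. Compound-treated cells incubate 16 hr at 37 °C, then ONE-Glo is added for 30 min before luminescence reading.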
Mito fusion yeast: inhibitors of mitochondrial division or activators of mitochondrial fusion. S. cerevisiae fusion-defective mutant growth rescue, CellTiterGlo 48 h. Potency, µM (series often up to 46.1 µM), for inactives: at the top dose growth rescue (activation), usual class: activators. 320,000 tested, 0.23% active. AID 485298;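 also: potency is read from the fitted curve at half-maximal effect; % of control where 0% means no effect; nearly all actives have a fitted effect of over 45% in size; temperature-sensitive fusion mutants such as fzo1-1 at 37 °C on non-fermentable ethanol glycerol medium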
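Read-out: ATP-based luminescence (CellTiterGlo, 10 min ambient) reporting growth of fusion-defective ts yeast after 48 hours at 37C on glycerol/ethanol YPEG medium in the presence of compound.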
* = called active by the depositor; i = inactive; ? = inconclusive; / = not tested or not shown; [ ] = remark or other dose. Unless noted, calls follow the shape of the dose curve; as a rule, active = well fitted curve in the direction sought with a large enough effect; inconclusive = small, poorly fitted or top-dose-only effect, or another doubt; inactive = no such curve, though single readings can be large; an effect the other way counts as inactive or inconclusive.

SMILES	KCNH2 3.1 block	TRPV1 agonist	Eya2 inh	TCR act	TSHR antagonist	hERG WT inh	A-T KAP1 phos	USP2a block	ELG1 DNA repair	Mito fusion yeast
CCC(C)[C@H](N)C(=O)NC[C@H]1CC[C@H](C(=O)N[C@@H](Cc2ccccc2)C(=O)O)CC1 (stereo partly drawn)	3	-2	3%	3%	-1	1	8%	1%	11%	8%
CC(=O)Nc1nonc1-c1nc2ccccc2n1CCC(C)C	-3	?	7%	-6%	7	9	11%	3%	?	0%
COc1ccc(C2/C(=C(/O)c3ccccc3)C(=O)C(=O)N2CCN2CCOCC2)c(OC)c1 (stereo not drawn)	-3	-3	-1%	-1%	1	2	-4%	3%	24%	0%
CCN(CC(=O)NCc1ccc(F)cc1)C(=O)/C=C/c1ccco1	-3	-9	-8%	16%	-22	-2	2%	0%	0%	-5%
O=C(O)COc1ccc2c3c(c(=O)oc2c1)CCCC3	3	1	9%	9%	-10	-7	2%	2%	-11%	-3%
O=C(O)CCc1ccc(-c2cccs2)n1Cc1ccco1	-2	-1	-4%	-2%	-11	0	-4%	-1%	6%	8%
Cc1ccc(/C=C/C(=O)O)cc1S(=O)(=O)NCc1cccnc1	-5	3	-4%	3%	2	2	-5%	-8%	17%	-1%
CCCOP(=O)(OCCC)C1(Nc2ccc(C)cc2)CCCCC1	-2	?	-24%	-29%	3	-6	2%	0%	-20%	-1%
O=C(CN1CCCC1c1ccc2c(c1)OCCO2)NC(=O)Nc1ccccc1F (stereo not drawn)	0	?	?	-1%	7	-9	0%	0%	-6%	13%
CC(OC(=O)C(C)N1C(=O)C2C3C=CC(C4CC34)C2C1=O)C(=O)c1ccccc1 (stereo not drawn)	4	4	7%	1%[46.1 µM]	-9	6	-3%	-1%	-6%	1%

The list goes on; the last three above are carried over.
SMILES	KCNH2 3.1 block	TRPV1 agonist	Eya2 inh	TCR act	TSHR antagonist	hERG WT inh	A-T KAP1 phos	USP2a block	ELG1 DNA repair	Mito fusion yeast
CCCOP(=O)(OCCC)C1(Nc2ccc(C)cc2)CCCCC1	-2	?	-24%	-29%	3	-6	2%	0%	-20%	-1%
O=C(CN1CCCC1c1ccc2c(c1)OCCO2)NC(=O)Nc1ccccc1F (stereo not drawn)	0	?	?	-1%	7	-9	0%	0%	-6%	13%
CC(OC(=O)C(C)N1C(=O)C2C3C=CC(C4CC34)C2C1=O)C(=O)c1ccccc1 (stereo not drawn)	4	4	7%	1%[46.1 µM]	-9	6	-3%	-1%	-6%	1%
COc1ccccc1CNC(=O)c1n[nH]c2ccccc12	13	-7	16%	-2%	20	11	9%	-1%	26%	0%
COc1ccc(NS(=O)(=O)c2ccc3c(c2)CCCN3C(C)=O)cc1	-8	1	-1%	-3%	-5	2	0%	0%	18%	-2%
Fc1ccc(C(c2nnnn2Cc2cccs2)N2CCN(c3ccccc3)CC2)cc1 (stereo not drawn)	25	1	1%	0%[46.1 µM]	-27	-2	-5%	-1%	-16%	?
COCCNC(=O)COC(=O)c1nsc(Cl)c1Cl	-4	1	-7%	/	5	-4	25%	1%	4%	-3%
COc1ccc(-c2cc(C(F)F)nc(-n3nc(C)cc3C)n2)cc1	15	1	-6%	-5%	-20	-5	5%	-11%	?	5%
COC(=O)c1nc(NNC(=O)c2ccccc2)sc1-c1ccccc1	3	-1	0%	6%	-1	-9	-3%	0%	?	-10%
COC(=O)c1ccc2c(c1)NC1=C(C(=O)CC(C)(C)C1)C(c1ccncc1)N2 (stereo not drawn)	18	-2	10%	4%[46.1 µM]	-14	-10	-1%	2%	?	-3%
COc1cc(Cl)c(C)cc1NC(=O)CSc1nc2ccccc2o1	-5	11	7%	3%	7	-34	25%	2%	-9%	4%
O=C(O)C1C2C=CC(C2)C1C(=O)Nc1ccc(C(=O)N2CCCCC2)c(Cl)c1 (stereo not drawn)	-21	2	0%	-5%	11	1	-1%	0%	-1%	-9%
CC(C)c1nc2n[nH]c(N)c2c2c1CSC(C)(C)C2	6	-2	0%	3%	6	5	-5%	5%	-21%	0%
O=C(CN1CCC(C(O)(c2ccccc2)c2ccccc2)CC1)Nc1ccccc1	-80*	3	-12%	-15%	16	9	-3%	-5%	?	-9%
O=C1CSc2ccccc2N1Cc1ccccc1F	-40	1	11%	/	-11	-8	11%	2%	4%	7%
Cc1cc(C(=O)NCCCn2ccnc2)cs1	11	1	2%	/	-6	12	-3%	0%	4%	-1%
COc1ccc(S(=O)(=O)N(CC(=O)NCc2ccco2)C2CCCCC2)cc1OC	16	18	11%	0%	-12	6	-2%	-2%	13%	-3%
Cc1cc(-n2c(SCC(=O)NCCC3=CCCCC3)nc3n[nH]c(C)c3c2=N)ccc1Cl	-4	1	-1%	1%	3	9	-2%	-1%	-1%	25%
CCOC(=O)c1cc(NC(=O)c2ccccc2)c(=O)n2c1oc1ccccc12	6	4	-8%	7%	0	6	-5%	0%	6%	-12%
CC(=O)Nc1ccc(NC(=O)CSCc2cnn(-c3ccccc3)c2-n2cccc2)cc1	-10	9	-3%	-1%	-4	1	-2%	-2%	-1%	3%
CNC(=O)c1c(N)sc2c1CCCCC2	/	/	28%	/	-3	/	13%	3%	4%	4%
CCC1(CC)C(=O)C(C)(C)C(=O)OC1c1ccccn1 (stereo not drawn)	-12	5	8%	-1%	-6	-2	-3%	-4%	5%	0%
Cc1cccc(N(CC(=O)Nc2ccccc2-c2ccccc2)S(=O)(=O)c2ccccc2)c1C	-20	?	-15%	-3%[46.1 µM]	16	-1	2%	-1%	2%	16%
CC(C)n1c2ccccc2c2cc([N+](=O)[O-])ccc21	11	-1	-11%	0%[46.1 µM]	2	6	4%	-1%	4%	0%
CC1=C(C(=O)N2CCCC(N3CCN(c4cccc(Cl)c4)CC3)C2)OCCO1 (stereo not drawn)	-9	-1	-2%	-3%	5	-2	-3%	4%	-4%	1%
COc1ccc(Nc2cnn(-c3nc4ccccc4s3)c(=O)c2Cl)cc1	-11	?	1%	1%[46.1 µM]	-21	-6	0%	0%	?	-4%
Cc1ccc(-c2nc3ncccc3o2)cc1NC(=O)C(C)C	-8	-5	4%	5%	1	8	5%	1%	-3%	2%
CCOc1ccc(NC(=S)NC(=O)c2cccnc2)c([N+](=O)[O-])c1	-6	1	2%	/	-7	-6	1%	-2%	16%	-3%
O=[N+]([O-])c1cccc(/C=C2\CCC(/C=N/Nc3ccc4ccccc4n3)=C2N2CCOCC2)c1	-13	0	2%	-11%[46.1 µM]	16	-2	-6%	5%	-28%	-6%
CCOC(=O)C1CCCN(CCC(=O)Nc2ccc(Br)cc2)C1 (stereo not drawn)	-13	6	-8%	4%	-2	35	19%	-1%	-1%	-3%
CCN(CC)S(=O)(=O)c1ccc(C)c(NC(=O)CNCc2ccccc2OC)c1	-11	12	14%	-6%	12	15	-5%	-2%	?	1%
COc1ccc(OCCn2c(NC(=O)c3ccco3)nc3ccccc32)cc1	-9	13	7%	-3%	-5	-4	4%	-7%	13µM*	3%
CCOC(=O)[C@@H]1[C@H]2COc3ccc(Br)cc3[C@H]2N2C(=O)N(c3cccc(F)c3)C(=O)[C@]12C	13	1	9%	-7%	9	-11	2%	-2%	?	-23%
CCOc1ccccc1Nc1nc(N)nc(CSc2nncn2C)n1	-3	-8	7%	1%	-3	7	-1%	0%	-1%	-3%
O=C(CSc1nnc(-c2ccc(O)cc2)o1)N1CCOCC1	1	-1	19%	-3%	18	-2	10%	0%	?	5%
Cn1c(-c2ccc([N+](=O)[O-])cc2)nc2ccccc21	5	-4	9%	-7%	-4	i	0%	0%	?	6%
CCN(CC)C(=O)C1CCCN(Cc2cccc(Oc3ccccc3)c2)C1 (stereo not drawn)	-11	24	9%	-39%	-3	9	38%	2%	?	-2%
CC(=O)Oc1ccccc1C(=O)N(C1CCCCC1)C1CCCCC1	8	15	-6%	1%	29	-2	-1%	1%	-11%	7%
CC(=O)N1c2ccc(S(=O)(=O)N3CCCC3)cc2CC1C(=O)NCc1cccc(F)c1 (stereo not drawn)	1	2	0%	-1%	-4	7	7%	7%	-5%	2%
Cc1ccc(C)c(C(=O)C(C)OC(=O)CN2C(=O)NC3(CC(C)CC(C)(C)C3)C2=O)c1 (stereo not drawn)	-19	-3	-5%	-4%	3	-3	-14%	4%	-26%	-1%
CSC1=C(C#N)C(CC(C)C)C(C(C)=O)=C(C)N1 (stereo not drawn)	2	16	5%	-3%	-7	0	15%	0%	-4%	7%
Cc1ccc(-c2cc(-c3ccco3)c3c(N)c(C(=O)NN)oc3n2)cc1	-1	-8	14%	-3%	6	-13	14%	1%	13µM*	-2%
C[C@@H](C(=O)NCCc1ccc(F)cc1)N1C(=O)N2CCc3c([nH]c4ccccc34)[C@@]2(C)C1=O	-6	-1	-11%	-2%	-11	1	-14%	1%	?	3%

The list is partial (hit frequency here may not be typical).
